# Bioassay records as filed in PubChem BioAssay.
# SIRT5 block = SIRT5 desuccinylase inhibitors, primary screen, biochemical, fluorescence imaging, single point, set 5; Purified SirT5, succinyl-peptide AMC, trypsin-coupled fluorescence; inhibition, % at 15 µM; actives 1.1% (n = 330,000); in the data active = inhibition above about 15%; inconclusive = no clear call, values can overlap the other calls
# Target sequence (Q9NXA8 whole entry, looked up): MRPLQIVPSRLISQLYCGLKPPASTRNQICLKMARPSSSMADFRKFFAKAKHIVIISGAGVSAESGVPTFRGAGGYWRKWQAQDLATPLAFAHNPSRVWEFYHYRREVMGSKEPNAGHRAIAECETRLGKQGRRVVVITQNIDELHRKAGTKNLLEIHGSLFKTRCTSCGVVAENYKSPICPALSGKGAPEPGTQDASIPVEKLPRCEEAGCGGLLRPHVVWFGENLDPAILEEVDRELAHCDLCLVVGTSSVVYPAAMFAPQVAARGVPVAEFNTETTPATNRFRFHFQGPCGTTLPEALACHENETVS
# LGR2 inh = inhibitors of bursicon-induced LGR2 CRE-luciferase signal, primary screen, cell-based, HEK293, CRE-luciferase reporter, bursicon stimulation; Drosophila bursicon receptor LGR2 (rickets); bursicon-stimulated, 4 h; inhibition, % at 9.99 µM; actives 0.35% (n = 380,000); AID 720647, 2013;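 active = drop in luminescence signal, shown as inhibition above about 50% in the replicate tests, limit read from the data, passing the limit was not always enough; inconclusive = probably only some replicates passing the limit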;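 also: agonist challenge used bursicon conditioned medium at about half maximal strength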
# FN deposit inh = inhibitors of fibronectin matrix deposition, primary screen, AH1F cells, Alexa488-fibronectin fluorescence, plate reader | AH1F fibroblasts, overnight | inhibition, % at 12.6 µM | actives 0.086% (n = 350,000) | AID 743247, 2014;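 active = mean inhibition across replicates of 30% or more, regardless of how many single replicates reach that level; inconclusive = mean under 30% yet at least half of replicates reach 30%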;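 also: positive control wells lacked labelled fibronectin entirely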
#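 Assay system: AH1F fibroblasts / Quantity: 10000 cells per well / Medium: DMEM plus 2% serum, read in PBS / Reagent: labelled fibronectin 24 nM / Dosing: single dose, pinned / Times: 1 h cell attachment, overnight exposure to compound and label / Signal: fluorescence, ex 485 nm, em 525 nm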
# S100A4 MyoIIA = inhibitors of S100A4-myosin IIA peptide binding, primary screen, biochemical, fluorescence polarization, TAMRA-MyoIIA peptide. Protein S100-A4 (Homo sapiens), P26447. inhibition, % at 10.7 µM. actives 0.14% (n = 360,000). AID 652163, 2013;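 active = mean inhibition of at least 70% across replicates, with every replicate also reaching that level; inconclusive = mean inhibition reaches 70% but some replicates fall short; inactive = mean inhibition below 70%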
# Target sequence (P26447 whole entry, looked up): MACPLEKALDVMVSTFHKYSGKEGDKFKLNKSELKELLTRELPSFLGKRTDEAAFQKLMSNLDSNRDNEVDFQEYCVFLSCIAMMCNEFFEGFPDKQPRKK
#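 Material: S100A4 monomer protein | Medium: HEPES pH 7.2 with CaCl2, KCl, NaCl, DTT, Triton | Reagent: Labelled myosin peptide probe, 5 nM | Doses: One dose per compound | Times: 5 min incubation before reading | Benchmarks: Neutral control DMSO, positive control TFP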
# Statin myotox sup = suppressors of statin myotoxicity in C2C12 myotubes, primary screen, cell-based, single point, plate reader | C2C12 myotubes + simvastatin, ATP luminescence, 48 h; scaled: DMSO 0, geranylgeraniol control 100 | rescue of ATP level, % at 7.49 µM | actives 0.78% (n = 330,000);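 active = mean ATP rescue above about 67%, or every replicate alone reaching that limit, limit read from the data, passing the limit was not always enough; inconclusive = no clear call, values can overlap the other calls; inactive = mean under the limit and some replicate under it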;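 also: myotubes were challenged with 10 µM simvastatin during compound exposure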
# CASP6 VEID inh = human caspase-6 inhibitors, primary screen, biochemical, VEID-R110 fluorescence, single point, set 2 | P55212 | purified caspase-6, Z-VEID-R110 cleavage fluorescence | inhibition, % at 12.5 µM | actives 0.53% (n = 350,000) | AID 686996, 2013;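 active = mean inhibition across replicates at least about 35%, with every replicate also reaching that limit, limit read from the data; inconclusive = only one of the two criteria met; inactive = neither criterion met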;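 also: 0% = median of neutral control wells and 100% = no fluorescence left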
# Target sequence (P55212 24-179 limits assumed): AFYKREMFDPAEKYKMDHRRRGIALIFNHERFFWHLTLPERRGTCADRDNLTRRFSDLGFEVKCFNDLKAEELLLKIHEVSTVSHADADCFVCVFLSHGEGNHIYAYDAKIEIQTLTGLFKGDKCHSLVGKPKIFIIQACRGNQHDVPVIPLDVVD
# Target sequence (P55212 194-293 limits assumed): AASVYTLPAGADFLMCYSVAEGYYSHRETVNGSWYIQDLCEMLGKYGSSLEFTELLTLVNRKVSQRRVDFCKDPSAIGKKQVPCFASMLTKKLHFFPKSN
# esBAF inh = Bmi1 luciferase reporter increase in mESCs, primary screen, esBAF inhibitor project, mouse ES cells, Bmi1 luciferase knock-in, single point. 24 h; 100% = twice the neutral-well signal. reporter increase, % at 12.5 µM. actives 2% (n = 350,000); in the data active = activation above about 40%; inconclusive = no clear call, values can overlap the other calls;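 also: 0% = median of the plate's neutral control wells and 100% = double that signal; a rise in the Bmi1 reporter signal indicates esBAF inhibition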
# * = called active by the depositor; ? = inconclusive; . = no result given. This is a subset (hit frequency here may not be typical).
# Results follow in this order: SIRT5 block	LGR2 inh	FN deposit inh	S100A4 MyoIIA	Statin myotox sup	CASP6 VEID inh	esBAF inh
1) Cc1ccccc1NC(=O)C(C)Sc1nnc(CN2CCCC2)n1Cc1ccccc1 (stereo not given)
 : .	3	6	0	.	-1	.
2) COc1ccc(Cl)cc1C(=O)NNC(=O)c1n[nH]c2ccccc12
 : 0	-15	0	-1	-6	0	0
3) COCc1cc(=O)n2c(-c3ccccc3OC)n[nH]c2n1
 : .	.	0	.	-12	.	-2
4) COc1ccccc1OCCn1ccnc1
 : 5	-13	4	5	9	-3	-7
5) O=C(NNc1c2ccccc2nc2ccccc12)c1ccccc1Cl
 : 0	-13	3	-3	9	-3	-2
6) N=C(N)c1ccc(O)cc1
 : 0	7	0	5	2	3	-8
7) O=C(CSc1nc2ccccc2c(=O)n1-c1ccc(F)cc1F)NC1CC1
 : .	.	-2	0	0	1	-1
8) COCCCN(Cc1ccccn1)S(=O)(=O)Cc1ccccc1
 : .	-4	.	.	-9	.	0
9) COc1ccc(S(=O)(=O)N2CCOCC2)cc1NC(=O)CSc1nnc(C2CC2)n1N
 : .	-11	-2	-1	-1	4	-12
10) CS(=O)(=O)Nc1cccc(NC(=O)c2ccc(-n3ccnc3)c3ccoc23)c1
 : -1	-34	4	0	-7	3	8
11) CC(C)NC(=O)Nc1ccc2c(c1)C(=O)N([C@@H](C)CO)C[C@H](C)[C@@H](CN(C)S(=O)(=O)c1ccc(Cl)cc1)O2
 : 0	10	.	-9	8	1	3
12) Nc1nc(-c2ccc(NC(=O)c3ccco3)cc2)cs1
 : 4	-1	-4	-4	-2	-1	-67
13) COc1ccc(-c2cc(C(=O)NCc3ccco3)c3ccccc3n2)cc1
 : -5	-10	-4	4	-2	4	0
14) C/C(=N\OCc1ccccc1C#N)c1cc2ccccc2o1
 : 1	-45	-6	-4	.	-1	.
15) CC(=O)Nc1ccc2c3c(cccc13)CC2
 : .	.	7	.	5	.	-3
16) O=C(COc1cc2oc(=O)c3c(c2cc1Cl)CCCC3)N1C[C@H]2C[C@@H](C1)c1cccc(=O)n1C2
 : -4	-23	.	3	13	-6	0
17) Cc1ccc(C(=O)NCC(=O)OCC(=O)NC2CCS(=O)(=O)C2)cc1C (stereo not given)
 : 2	-3	-1	-6	.	-1	.
18) Cc1c(=O)n(OCc2ccccc2F)c2ccccc2[n+]1[O-]
 : .	.	1	.	1	.	0
19) COc1ccc(C2C(=O)N(C3CCCCC3)CC(=O)N2C2CCCCC2)cc1 (stereo not given)
 : -4	17	.	-4	-18	6	3
20) O=C(Nc1ccc(F)cc1)NC1(C(=O)NCc2cccs2)CCCCC1
 : -1	-5	.	-7	6	-1	-4
21) O=C(NCSc1ccccc1)c1ccccc1
 : -1	-26	-2	-2	8	-6	26
22) CCNC(=O)[C@H]1O[C@@H](n2cnc3c(N)nc(NCCc4ccc(CCC(=O)O)cc4)nc32)[C@H](O)[C@@H]1O
 : -3	-6	6	-4	1	-5	-2
23) CCCN1CCN(CCCNC(=O)c2cc3c(=O)oc4ccc(C)cc4c3s2)CC1
 : -6	7	-3	-8	-3	-11	2
24) C[C@@H]1CN([C@H](C)CO)C(=O)c2cc(-c3ccc(F)cc3)cnc2O[C@@H]1CN(C)Cc1ccc(C(=O)O)cc1
 : 7	-9	.	6	-7	-2	-5
25) CCN(CCCNC(=O)C1CCC(=O)N1Cc1ccc(F)cc1)c1cccc(C)c1 (stereo not given)
 : -4	8	.	2	0	0	-1
26) O=c1c2[nH]c3ccccc3c2nc2n1CCCS2
 : 0	4	11	5	.	-2	.
27) CC(C)[C@H](NS(=O)(=O)c1ccc(F)cc1F)C(=O)N1CCC[C@H]1C(=O)NCc1ccccc1
 : 0	2	6	-3	.	1	.
28) N#Cc1nc(-c2ccc([N+](=O)[O-])cc2)oc1N1CCCCC1
 : 1	4	5	0	6	-1	1
29) O=C(COC(=O)c1cccc(S(=O)(=O)N2CCCCC2)c1)NCc1cccc(Cl)c1
 : 0	1	-5	6	-3	1	-5
30) CCC(C)c1c(O)nc(SCc2ccccc2)[nH]c1=O (stereo not given)
 : .	.	5	.	-1	.	2
31) Cc1nc2sc(C(c3cccs3)N3CCOCC3)c(O)n2n1 (stereo not given)
 : -2	26	3	1	6	0	4
32) CCCCC1=CC2=CC(=O)C(C)(OC(=O)CC)C(=O)C2=CN1c1cccc(C#N)c1 (stereo not given)
 : -2	.	-4	1	.	5	.
33) CC(C)Cc1cc(CN2CCC(CO)(Cc3ccccc3)CC2)[nH]n1
 : -2	0	3	1	-9	4	0
34) CC(C)N1CCN(Cc2cc(F)ccc2-n2cccn2)CC1CCO (stereo not given)
 : 20*	-7	-3	-4	7	1	0
35) COc1ccc(OC)c(NC(=O)c2cccc(C)c2[N+](=O)[O-])c1
 : -1	-17	0	-4	.	-1	.
36) CC1CC(C)CN(S(=O)(=O)c2ccc(C(=O)NN3CCOCC3)cc2)C1 (stereo not given)
 : -1	10	-11	-8	.	-4	.
37) CCOc1cc2c(cc1C=O)OC(C)C2 (stereo not given)
 : -9	-8	10	-8	4	-3	-7
38) CN1CCN(Cc2nc3ccccc3c(=O)n2CC#N)CC1
 : .	-4	7	-4	4	1	-3
39) COc1ccc(NC(=O)C(c2ccccc2)c2ccccc2)c(OC)c1
 : -8	.	2	0	2	1	-2
40) C/C=C/c1ccc([C@H]2[C@@H](CO)N3CCCCN(S(=O)(=O)c4cccs4)C[C@H]23)cc1
 : 4	3	.	6	.	2	.

# A draw from above in order of molecular weight, highest first:
# Results follow in this order: SIRT5 block	LGR2 inh	FN deposit inh	S100A4 MyoIIA	Statin myotox sup	CASP6 VEID inh	esBAF inh
29) O=C(COC(=O)c1cccc(S(=O)(=O)N2CCCCC2)c1)NCc1cccc(Cl)c1
 : 0	1	-5	6	-3	1	-5
40) C/C=C/c1ccc([C@H]2[C@@H](CO)N3CCCCN(S(=O)(=O)c4cccs4)C[C@H]23)cc1
 : 4	3	.	6	.	2	.
36) CC1CC(C)CN(S(=O)(=O)c2ccc(C(=O)NN3CCOCC3)cc2)C1 (stereo not given)
 : -1	10	-11	-8	.	-4	.
39) COc1ccc(NC(=O)C(c2ccccc2)c2ccccc2)c(OC)c1
 : -8	.	2	0	2	1	-2
33) CC(C)Cc1cc(CN2CCC(CO)(Cc3ccccc3)CC2)[nH]n1
 : -2	0	3	1	-9	4	0
31) Cc1nc2sc(C(c3cccs3)N3CCOCC3)c(O)n2n1 (stereo not given)
 : -2	26	3	1	6	0	4
35) COc1ccc(OC)c(NC(=O)c2cccc(C)c2[N+](=O)[O-])c1
 : -1	-17	0	-4	.	-1	.
28) N#Cc1nc(-c2ccc([N+](=O)[O-])cc2)oc1N1CCCCC1
 : 1	4	5	0	6	-1	1
38) CN1CCN(Cc2nc3ccccc3c(=O)n2CC#N)CC1
 : .	-4	7	-4	4	1	-3
30) CCC(C)c1c(O)nc(SCc2ccccc2)[nH]c1=O (stereo not given)
 : .	.	5	.	-1	.	2
26) O=c1c2[nH]c3ccccc3c2nc2n1CCCS2
 : 0	4	11	5	.	-2	.
37) CCOc1cc2c(cc1C=O)OC(C)C2 (stereo not given)
 : -9	-8	10	-8	4	-3	-7

# (continued)
# Results follow in this order: SIRT5 block	LGR2 inh	FN deposit inh	S100A4 MyoIIA	Statin myotox sup	CASP6 VEID inh	esBAF inh
41) CS(=O)(=O)c1ccc2nc(NC(=O)c3ccc(=O)[nH]c3)sc2c1
 : 3	13	-4	11	.	5	.
42) O=Cc1cnc(N2CCOCC2)nc1
 : .	?	.	.	-3	.	2
43) c1csc(-c2nc3c4ccccc4c4ccccc4c3[nH]2)c1
 : .	.	-3	.	1	.	-5
44) Cc1noc(C)c1S(=O)(=O)Nc1ccccc1OC(F)(F)F
 : -15	6	2	1	4	3	1
45) O=C(CSc1nnc(-c2ccncc2)o1)c1cccc([N+](=O)[O-])c1
 : -3	8	2	-4	-2	3	-9
46) COC(=O)c1sc(NC(=O)C(C)C)c(C(=O)OC)c1C
 : .	16	.	.	12	.	-3
47) Cc1nc2cc3c(cc2c(C)c1C(=O)OC(C)C)OCO3
 : .	-18	3	.	4	.	46*
48) COc1ccc(CN(C)C[C@H]2Oc3ccc(NS(=O)(=O)c4ccc(Cl)cc4)cc3CC(=O)N([C@H](C)CO)C[C@H]2C)cc1
 : 7	12	.	15	63	0	3
49) COc1ccc(OC)c(N2C(=O)c3cccnc3C2=O)c1
 : 4	-2	-2	-2	10	-1	-10
50) COc1ccc(C#Cc2ccc([C@@H]3[C@H](CO)N4C(=O)CN(C(=O)c5ccncc5)C[C@@H]34)cc2)cc1
 : 5	-13	.	11	.	2	.
51) Cc1ccc2nc(NC(=O)CSc3nc(=O)n(CCN(C)C)c4c3CCCC4)sc2c1
 : -3	10	.	-16	2	-2	2
52) COc1ccc(C(=O)CC(=O)C(=O)Nc2cccc(C(C)=O)c2)cc1
 : -2	0	1	0	-8	3	8
53) C=CCSc1nc(C)c(CC(=C)C)c(=O)[nH]1
 : 0	1	-5	5	.	4	.
54) CN(C)c1ccc(/C=N/NC(=O)c2ccccc2)cc1
 : 3	-6	-21	-1	-13	0	-11
55) C/C(=N\N=C1\NC(=O)C(CC(=O)Nc2ccc(C)c(Cl)c2)S1)C(C)C (stereo not given)
 : -5	-5	1	4	.	-1	.
56) CCOC(=O)c1[nH]c(C)c(C(=O)OCC(=O)N2CC(=O)Nc3ccccc32)c1C
 : 0	-31	3	-3	.	3	.
57) COc1ccc(NC(=O)N(C)C[C@@H]2Oc3ccc(N(C)C)cc3CC(=O)N([C@H](C)CO)C[C@@H]2C)cc1
 : 0	12	.	-16	-10	-1	1
58) O=C(CCNc1cccc(F)c1)c1cc2ccccc2o1
 : -6	-38	6	-3	.	-1	.
59) Cc1c(CN2CCC(CO)(Cc3cccc(C(F)(F)F)c3)CC2)c2ccccc2n1C
 : 0	16	5	-1	.	6	.
60) CS(=O)(=O)N(Cc1nc(-c2ccc(F)cc2)no1)c1ccccc1Cl
 : -3	11	1	-2	-6	0	-2
61) Cc1ccc(/C=C2\SC(=S)N(CCC(=O)NNC(=O)c3ccc(O)cc3)C2=O)cc1
 : -3	1	5	4	1	-1	6
62) CC(=O)Nc1nc(C2CC2)cc(-c2ccccc2)c1C#N
 : 0	-7	20	6	.	-6	.
63) CC(Cn1cnc2ccccc21)C(=O)O (stereo not given)
 : 0	13	.	11	-10	7	2
64) Cc1noc(C)c1NC(=O)Nc1ccc2c(c1)C(=O)N([C@H](C)CO)C[C@@H](C)[C@@H](CN(C)Cc1ccc(C(F)(F)F)cc1)O2
 : 1	13	.	9	23	1	3
65) CCN(CC)CCN1CNC(=S)NC1
 : 1	5	12	-2	-4	-76	-5
66) CCCOc1ccc(C(=O)NNC(=S)NC(=O)c2cccs2)cc1
 : 0	19	4	-9	52	-1	-20
67) Cc1cc2nc3ccc(N(C)C)cc3nc2cc1N
 : -2	.	3	178*	-18	30	-61
68) CCOC(=O)[C@]12CCC=C1N(Cc1cccc3ccccc13)C(=O)[C@H](CC(=O)NCc1cccc(C(F)(F)F)c1)C2
 : 6	8	-8	-3	.	-3	.
69) O=C(c1cc(COc2ccc(F)cc2F)on1)N1CC2C[C@@H]3CC1C[C@H](C2)C3
 : -2	-63	1	6	-6	-4	55*
